# pAkt inh: blocks phosphorylation of Akt. Neuro2A IGF-stimulated pAkt S473 HTRF, 20 min; stronger effect = lower value. activity change, % for hits at 50 µM. 0.32% of 360,000 active; in the data active = activity change below about -80%; inconclusive = mostly about -51% to -80%; also: % is scaled to controls: 0 for no effect and ±100 for the full control effect
#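 Neuro2A cells in DMEM with 0.5% FBS, overnight at 37 deg C, given compound at single 50 µM final, then IGF (6 nM final) for 20 min at 37 deg C. Lysed; phospho-Akt Ser473 by HTRF after 24 h, 665/615 ratio.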
# CCT modulator: modulators of cytosolic chaperonin (CCT/TRiC) activity; purified chaperonin ATPase assay, HTRF ADP detection, 30 min; activity change, % (concentration not given with the values), hits read low; 0.3% of 360,000 active; AID 651819; in the data active = activity change below about -30%; also: % is scaled to controls: 0 for no effect and ±100 for the full control effect
#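 Enzyme 40 or 20 nM (batch-dependent) in Tris pH 7.4/KCl/MgCl2/DTT; cpd 76 uM single point; ATP 10 uM; 30 min 37 °C; Transcreener ADP HTRF detection, 30 min RT; ratio 665/615.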
# HepG2 viability: kills HepG2 cells in TGF-b inhibitor counter-screen | HepG2 CAGA-GFP viability, ATP luminescence, 18 h | Potency, µM (top dose mostly 46.1 µM), for inactives: at the top dose activity change, negative = cytotoxicity, hits mostly cytotoxic | 0.76% of 410,000 active | AID 588856; also: potency is read from the fitted curve at half-maximal effect; some results filed as inactive show a strong effect at the top dose
#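 HepG2 CAGA-GFP cells (1000/well, DMEM with 1% FBS) received compound, then TGF-beta at 500 pg/mL final, and were incubated 18 hours at 37 degrees C. Viability was read by CellTiter-Glo luminescence. Media-only wells were set as complete cell-killing and DMSO as no toxicity.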
# A549 tox: counter-screen for Nrf2 inhibitors: cytotoxicity in A549 cells; Potency, µM (highest dose often 46 µM), inactives show top-dose activity change, negative = cytotoxicity, usual class: inhibitors; A549 ARE-Fluc cells, CellTiter-Fluor viability, 18-24 h; 0.16% of 390,000 active; AID 504648; also: potency is read from the fitted curve at half-maximal effect; % is scaled to controls: 0 for no effect and ±100 for the full control effect
#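 A549 ARE-Fluc cells in 5% FBS OPTI-MEM, 5000 cells/well, rested 2 h then exposed to compounds in concentration-response for 18-24 h at 37 °C. Viability by CellTiter-Fluor fluorescence (Ex 405/Em 525) after 30 min; luciferase luminescence (BugLite, 15 min, RT) read afterwards.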
# Mm-Cpn inhibitor: blocks the Methanococcus maripaludis chaperonin Mm-Cpn | purified Mm-Cpn ATPase, ADP Transcreener TR-FRET | Potency, µM (series often up to 76.9 µM), inactives show at the top dose activity, negative = inhibition, most hits filed as inhibitors | 0.031% of 330,000 active; also: potency is read from the fitted curve at half-maximal effect; % is scaled to controls: 0 for no effect and ±100 for the full control effect; nearly all actives have a fitted effect of over 80% in size
#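 ATPase read-out: TR-FRET ADP immunoassay (anti-ADP Eu cryptate vs ADP-d2), ex 320 nm, em 590/665 nm; signal drops as ADP forms. Enzyme 25 nM, ATP 10 uM, 30 min at 37°C after 10 min compound preincubation.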
# Nrf2 activator: Nrf2 pathway activation; AREc32 ARE-luciferase reporter (MCF7-derived line), luminescence, 24 h; Potency, µM (series often up to 46.1 µM), for the others: top-dose activation, most hits filed as activators; 0.31% of 410,000 active; AID 624171; also: potency is read from the fitted curve at half-maximal effect; % of control where 0% means no effect; nearly all actives have a fitted effect of over 65% in size
#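 ARE activation measured as luciferase luminescence (Steady-Glo, 30 min RT) in AREc32_Fluc cells after 24 hr compound exposure at 37 deg C, 5% CO2; cells seeded overnight at 1000/well in OPTI-MEM, 5% FBS.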
# Abeta yeast res: compounds reversing amyloid beta toxicity in yeast; yeast expressing A-beta42, growth rescue, OD600, 48 h; response scale: 0% DMSO, 100% iron-clioquinol control; Potency, µM (top dose mostly 46.1 µM), for inactives: at the top dose growth rescue, hits mostly activators; 0.063% of 410,000 active; also: potency is read from the fitted curve at half-maximal effect; nearly all actives have a fitted effect of over 55% in size
#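 Yeast growth medium received pinned compounds, then yeast cells expressing toxic A-beta were added; plates incubated at 30 C for 48 hr. Growth read as absorbance at 600 nm, normalized to DMSO and equimolar FeCl3 plus clioquinol controls.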
# TGFb SMAD3 inh: inhibitors of TGF-b signaling. HepG2 CAGA-GFP TGF-b/SMAD3 reporter, GFP fluorescence, 18 h; TGF-beta stimulated, 500 pg/mL final. Potency, µM (series often up to 46.1 µM), for the others: at the highest dose activity, negative = inhibition, usual class: inhibitors. 1.2% of 410,000 active; also: potency is read from the fitted curve at half-maximal effect; % is scaled to controls: 0 for no effect and ±100 for the full control effect; nearly all actives have a fitted effect of over 65% in size
#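 Read-out: total well GFP (ex488/em500-530) summed from mean per-cell fluorescence. Cells: HEPG2 CAGA-GFP, 1% FBS DMEM, 18 h at 37 degrees C with 500 pg/mL final TGF-beta. Unstimulated wells served as the full-inhibition control; stimulated DMSO wells = 0%.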
# Nrf2 inh: Nrf2 pathway inhibition | A549 ARE-Fluc reporter, luciferase luminescence, 18-24 h | Potency, µM (series often up to 46 µM), for the others: top-dose activity change, negative = inhibition, hits mostly inhibitors | 2.1% of 360,000 active; also: potency is read from the fitted curve at half-maximal effect; % is scaled to controls: 0 for no effect and ±100 for the full control effect; nearly all actives have a fitted effect of over 60% in size
#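 Nrf2 function is reported as luminescence of an ARE-controlled luciferase in A549 cells. Compounds were tested at several concentrations, and a CellTiter-Fluor read on the same wells flagged cytotoxicity.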
# * marks the source's active call; other numbers are inactive results; i = inactive; u = inconclusive; x = no result given; & = joins results of further samples; ! = a repeat was not active; [ ] = remark or other dose. Unless noted, calls follow the shape of the dose curve; as a rule, active = well fitted curve in the direction sought with a large enough effect; inconclusive = small, poorly fitted or top-dose-only effect, or another doubt; inactive = no such curve, though single readings can be large; an effect the other way counts as inactive or inconclusive.
SMILES,pAkt inh,CCT modulator,HepG2 viability,A549 tox,Mm-Cpn inhibitor,Nrf2 activator,Abeta yeast res,TGFb SMAD3 inh,Nrf2 inh
CCOC(=O)c1nc(Nc2ccccc2OC)c2ccccc2n1,x,x,-18%,-8%,x,-0.3%,-10%,u,u
CC(=O)N(O)CCCCCNC(=O)CCC(=O)N(O)CCCCCNC(=O)CCC(=O)N(O)CCCCCNC(=O)CCC(=O)O,i,0.1,-1%,-5%,0%,-1.1%,-27%,12%,12%
COc1ccc(NC(=O)C(c2ccccc2)N(C)C(=O)c2ccc(=O)[nH]c2)cc1 (stereo not given),i,0.8,2%,-2%,0%,0.2%,9%,13%,8%
COc1ccc(NC(=O)CCc2nc3c(C)nn(-c4ccc(C)cc4)c3n(C)c2=O)cc1,x,x,-1%,0%,x,-0.7%,-1%,-27%,x
CC(C)C(=O)N1CCN(C2=NS(=O)(=O)c3ccccc32)CC1,i,-1.5,-6%,-5%,1%,0.2%,-14%,-1%,7%
Cc1cc(C)n(S(=O)(=O)c2ccc(C)c(C)c2C)n1,i,-0.7,-23%,-5%,3%,0.1%,6%,0%,2%
CCCCN1C(=O)C(CC(=O)NC(c2ccccc2)c2ccccc2)CC(C(=O)N2CCOCC2)=C1C (stereo not given),i,1.3,-2%,x,x,0.0%,-1%,9%,x
CSc1ccc(S(=O)(=O)NCCCOC(C)C)cc1,i,-1.5,-1%,-6%,0%,-0.3%,-3%,u,u
Cc1cccc(-n2c(Cn3nc(C)c([N+](=O)[O-])c3C)n[nH]c2=S)c1,i,2.1,3%,-6%,2%,0.2%,12%,22%,-16%
Cc1ccc(Sc2cc(N3CCOCC3)nc(-c3ccccc3)n2)cc1,i,2.0,4%,11%,0%,0.1%,-3%,5%,8%
CCOc1ccccc1NC(=O)N1CCCC1C(=O)Nc1ccc(-n2cnnn2)c(C)c1 (stereo not given),i,0.0,-21%,8%,2%,1.9%,5%,-3%,0%
COc1ccc(NC(=O)c2ccc(N3C(=O)C4CC=C(Cl)CC4C3=O)cc2)cc1 (stereo not given),i,0.7,-2%,1%,2%,-1.3%,-17%,4%,-25%
C=CCC1NS(=O)(=O)OC(CCc2ccccc2)C1O (stereo not given),i,-5.8,8%,-6%,1%,0.3%,3%,-2%,0%
COCCn1c(C)cc(C(=O)Cn2nc(C(=O)O)c3ccccc3c2=O)c1C,i,-3.1,36%,2%,-4%,6.5%,13%,24%,u
CCCCc1nn2c(=O)cc(COC(=O)c3cccc(NC(=O)c4cccc(C)c4)c3)nc2s1,x,x,1%,-13%,x,0.8%,-11%,0%,x
Cc1c(N=Cc2ccc(Br)s2)cccc1[N+](=O)[O-],i,1.8,-3%,1%,-2%,-0.2%,16%,0%,5%
C=CCn1c(Cc2cccs2)nnc1SC/C=C/c1ccccc1,i,1.3,-27%,0%,0%,-0.2%,-3%,39%[activator],-15%
CCCNC(=O)C1(C)CCCN(Cc2ccc(C#N)cc2)C1 (stereo not given),i,-1.3,5%,x,x,0.3%[9.22 µM],7%,2%,x
Cc1cc(C)c(CN2CCN(Cc3ccc(C)o3)C(CCO)C2)c(-n2cccn2)c1 (stereo not given),i,-3.5,-5%,-16%,0%,-0.6%,12%,6%,-20%
Cc1ccc(CCNC(=O)c2ccc(CS(=O)(=O)Cc3ccc(F)cc3)o2)cc1,x,-2.4,-30%,-2%,-1%,0.2%,1%,-29%,6%
Cc1ccc(NS(=O)(=O)c2cc(C(=O)N3CCOCC3)ccc2C)cc1,i,-3.3,-1%,-8%,0%,0.4%,13%,3%,-11%
COC(=O)NCC(c1cccnc1)N1CCN(c2ccccc2)CC1 (stereo not given),i,0.8,1%,5%,-3%,0.3%,-4%,-1%,0%
CCn1nc(C)cc1C(=O)N1CCCC(CCC(=O)NCc2ccccc2F)C1 (stereo not given),i,-0.1,-3%,3%,0%,-0.1%,1%,-1%,-8%
CCCCc1ccc(S(=O)(=O)N2CCN(C(=O)c3ccco3)CC2)cc1,i,-2.5,0%,-2%,3%,-0.8%,-13%,0%,u
O=C(CCC(=O)N1CCN(c2ccccc2)CC1)Nc1nnc(C2CCCCC2)s1,i,-1.0,10%,1%,-2%,-0.8%,-2%,14%,6%

# Of the compounds above, 2 contain fluorine.
SMILES,pAkt inh,CCT modulator,HepG2 viability,A549 tox,Mm-Cpn inhibitor,Nrf2 activator,Abeta yeast res,TGFb SMAD3 inh,Nrf2 inh
Cc1ccc(CCNC(=O)c2ccc(CS(=O)(=O)Cc3ccc(F)cc3)o2)cc1,x,-2.4,-30%,-2%,-1%,0.2%,1%,-29%,6%
CCn1nc(C)cc1C(=O)N1CCCC(CCC(=O)NCc2ccccc2F)C1 (stereo not given),i,-0.1,-3%,3%,0%,-0.1%,1%,-1%,-8%

# Carrying on:
SMILES,pAkt inh,CCT modulator,HepG2 viability,A549 tox,Mm-Cpn inhibitor,Nrf2 activator,Abeta yeast res,TGFb SMAD3 inh,Nrf2 inh
Cc1ccc(Cn2c(=O)n(CCc3ccc(Cl)cc3)c(=O)c3ccccc32)cc1,x,x,-17%,0%,x,1.1%,12%,-1%,9%[9.27 µM]
CC1CCCCN1C(=O)c1ccc2c(c1)N(Cc1ccc(Cl)cc1)C(=O)c1ccccc1S2=O (stereo not given),x,x,-31%,-13%,x,-0.2%,-8%,u,-8%
COc1ccc(NC(=O)CSc2n[nH]c(-c3ccncc3)n2)c([N+](=O)[O-])c1,i,-2.3,-2%,-8%,-3%,0.0%,-9%,-10%,-26%
O=C(Nc1ccccc1)c1cccc(N2C(=O)C3C4CC(C(Br)C4Br)C3C2=O)c1 (stereo not given),i,-0.1,1%,-1%,-7%,0.1%,5%,-2%,-14%
CC(C)(C)OC(=O)N1C[C@H](O)C[C@H]1C(=O)OCC(=O)c1ccc([N+](=O)[O-])cc1,i,-1.5,-6%,2%,2%,4.0%,0%,0%,-19%
Cc1nn(CC(=O)NCc2ccc(Cl)cc2)c(C)c1[N+](=O)[O-],i,-1.2,3%,-2%,1%,0.2%,1%,3%,12%
COc1ccc(-c2cc3c(=O)n(CC(=O)Nc4cc(F)ccc4F)ccn3n2)cc1OC,x,x,-5%,-8%,x,-0.2%,-13%,6%,x
O=C(Cc1c[nH]c2ccccc12)Nc1ccc(N2CCOCC2)cc1,i,-3.5,4%,4%,-1%,2.7%,-16%,-1%,8%
Cc1ccccc1OCC(=O)Nc1ccccc1-c1ccccc1NC(=O)COc1ccccc1C,i,0.9,-8%,-12%,-15%,0.7%,23%,u,-11%
CCCNC(=O)C(=O)Nc1ccc(N(C)C)cc1,i,-4.2,-3%,-11%,-1%,0.3%,7%,13%,x
COC(=O)c1ccc(COc2cccc(C)c2C)cc1,i,0.2,-1%,6%,0%,0.1%,2%,3%,u
CCCc1cnc2c(c1SCc1cccc(C)c1)c(=O)n(C)c(=O)n2C,x,x,-10%,16%,x,0.7%,-11%,-2%,x
C#CCOCCOCCOCCNc1nc(N2CCN(C(=O)Cn3cc(CCCN=C(N)N)nn3)CC2)nc(N2CCN(C(=O)[C@H]([C@@H](C)CC)n3cc(CCCCN)nn3)CC2)n1,i,1.2,0%,-1%,0%,0.0%,2%,13%,-8%
O=C(NC1CCCC1)c1ccc(CSc2nc3ccncc3n2Cc2ccc(F)cc2)cc1,i,2.2,-37%&-64%,1%&0%,1%,3.6%&5.0%,-15%&-1%,7.9µM*!,u
N#CC(c1ccccc1)N(CCCCl)C(=O)c1ccc(Br)cc1 (stereo not given),i,-2.2,-17%,u,1%,3.5%,-7%,u,-8%
COc1cccc2sc(Nc3nc(C)c(C(C)=O)s3)nc12,i,-1.3,-31%,2%,-2%,6.9%,-6%,u,u
O=C(c1cccc(N2C(=O)C3C4C=CC(C4)C3C2=O)c1)N1CCN(c2ccccc2F)CC1 (stereo not given),i,1.7,0%,-4%,4%,0.0%,-12%,-7%,-8%
CCOC(=O)c1ccccc1N/C=C1\CCCCC1=O,i,1.2,-8%,-4%,0%,3.4%,-23%,-10%,2%
C=CCn1c(SCC(=O)c2c(N)n(C)c(=O)n(C)c2=O)nnc1-c1ccccc1F,i,0.3,11%,u,-1%,0.3%,4%,0%,6%
Cc1nc2ccccc2c2oc(C(=O)Nc3ccc4c(c3)OCCO4)cc12,i,0.5,-8%,-29%,2%,0.8%,-8%,5%,23µM*
CC(=O)C1=C(O)C(=O)N(CCN(C)C)C1c1ccc(Cl)cc1 (stereo not given),i,-20,-3%,-2%,-5%,-0.2%,18%,1%,-4%
O=S(=O)(c1ccccc1)c1nc(-c2cccs2)oc1NCc1cccnc1,i,0.4,6%,-1%,-7%,0.1%,12%,8%,-24%
COc1ccc(-c2noc3c2-c2nc(-c4cccc(C)c4)sc2CC3)cc1,i,-0.4,3%,2%,1%,-0.6%,5%,17%,u
CN(C)CCNC(=O)c1cccc(-c2cnc3c(NC=O)cc(-c4ccc(S(C)(=O)=O)cc4)cn23)c1,i,1.4,-6%,x,x,-0.5%,-1%,-5%,x
CCOc1ccc(C2NC(=S)NC3=C2CCc2ccccc23)cc1 (stereo not given),i,-1.4,-50%,5%,-1%,3.5%,u,u,u
CC1CCCN(S(=O)(=O)c2ccc3c(c2)CCN3C(=O)C2CCC2)C1 (stereo not given),i,-1.6,-24%,-4%,-1%,0.2%,-1%,-1%,9%
COCCN(C(=O)COC(=O)c1ccccc1Cc1ccccc1)c1c(N)n(Cc2ccccc2)c(=O)[nH]c1=O,i,-1.2,-19%,0%,5%,0.3%,-5%,-9%,-4%

# Assay outcomes (PubChem BioAssay)

# Rows were taken by chance. Share with any hit: about 4.3%.
